# High-throughput results as filed in PubChem.
# PME-1 primary: PME-1 (human) inhibition; inhibition, % at 5.9 µM; Q9Y570; recombinant PME-1, FP-Rh probe fluorescence polarization; AID 2130; 320,000 compounds, 0.53% hits;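 active means inhibition above the campaign mean of all compounds plus 3 SD, cut at about 26% in these data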;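 further: competitive labeling of PME-1 active site by serine hydrolase directed probe; 0% = PME-1 with DMSO and 100% = wells lacking PME-1 enzyme; inhibitors block probe labeling so polarization falls and inhibition rises; many of its hits are not listed in these tables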
# PAD4 inh: inhibitors of human PAD4; Q9UM07; recombinant PAD4, RCA probe fluorescence polarization; inhibition, % at 6.36 µM; 330,000 compounds, 0.41% hits; AID 485272;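 active means percent inhibition above a cutoff equal to the mean of all tested compounds plus 3 SD, cut at about 15% in these data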;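 further: 0% = PAD4 with RCA probe and DMSO and 100% = probe without PAD4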
# Fam108B counter: counter-screen for RBBP9 inhibitors: inhibitors of mouse Fam108B; recombinant Fam108B, FP-Rh probe fluorescence polarization; inhibition, % at 9.51 µM; 300,000 compounds, 0.33% hits; AID 1947;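 active means inhibition above the screen mean inhibition plus 3 SD, computed separately per campaign, cut at about 18% in these data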;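 further: inhibitors lower polarization as less probe binds the enzyme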
# MEX-5 binding: C. elegans MEX-5 TCR-2 RNA binding activity. Q9XUB2. MEX-5/FITC-TCR2 RNA binding, fluorescence polarization; stronger effect = lower value. activity score (negative = inhibition of binding), % at 10 µM. 300,000 compounds, 0.38% hits. AID 1832;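 active means inhibition past about -25% in most replicates, and total fluorescence under double the plate's negative control median, limit read from the data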;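 further: 0% = DMSO and -100% = 5 µM competing unlabeled TCR2 RNA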
# GSTO1 counter: GSTO1 inhibition, counter-screen for RBBP9 inhibitors; recombinant GSTO1, activity-based probe fluorescence polarization; inhibition, % at 5.96 µM; 300,000 compounds, 1.1% hits; AID 1974;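 active means inhibition above the campaign mean inhibition plus 3 SD, cut at about 35% in these data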;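 further: 0% = GSTO1-1 with DMSO and 100% = wells lacking GSTO1-1 enzyme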
# Target sequence (P78417 whole entry, looked up): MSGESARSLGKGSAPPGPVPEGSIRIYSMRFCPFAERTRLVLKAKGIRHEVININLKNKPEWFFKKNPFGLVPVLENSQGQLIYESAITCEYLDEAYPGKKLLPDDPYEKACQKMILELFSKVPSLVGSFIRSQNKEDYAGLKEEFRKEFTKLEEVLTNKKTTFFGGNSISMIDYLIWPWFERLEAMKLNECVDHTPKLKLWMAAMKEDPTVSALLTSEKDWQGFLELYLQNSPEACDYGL
# TPT1 inhibitor: C. albicans TPT1 enzyme inhibition. recombinant caTPT1, FP RNA substrate dephosphorylation. inhibition, % at 5 µM. 300,000 compounds, 0.81% hits. AID 1962;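 active means inhibition above the mean of all tested compounds plus 3 SD, set per screening campaign, cut at about 24% in these data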;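 further: plate controls were DMSO alone for no effect and ferristatin control at 100 nM for full effect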
# Bcl-xL primary: Bcl-xL (human) inhibition | Q07817 | GST-Bcl-xL / FITC-Bim BH3 peptide fluorescence polarization | inhibition, % at 10.9 µM | 320,000 compounds, 0.7% hits | AID 2129;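 active means inhibition above the mean of all tested compounds plus 3 SD, cutoff set per campaign, cut at about 30% in these data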;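 further: 0% = DMSO wells and 100% = unlabeled Bim-BH3 peptide competitor; inhibitors lower millipolarization by displacing the labeled peptide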
# Target sequence (Q07817 whole entry, looked up): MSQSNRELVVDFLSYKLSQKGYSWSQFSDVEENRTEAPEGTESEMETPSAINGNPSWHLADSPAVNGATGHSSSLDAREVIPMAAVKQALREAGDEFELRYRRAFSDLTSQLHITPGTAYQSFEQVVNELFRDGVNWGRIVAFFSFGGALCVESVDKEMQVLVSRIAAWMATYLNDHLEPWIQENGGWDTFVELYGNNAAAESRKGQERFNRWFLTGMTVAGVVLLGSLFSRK
# GLD-1 TGE inh: GLD-1-TGE RNA interaction inhibition (C. elegans). Q17339. purified GLD-1 + fluorescein TGE RNA, fluorescence polarization. inhibition, % at 5.96 µM. 320,000 compounds, 0.44% hits;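 active means percent inhibition above a per-plate cutoff, the plate mean of test compounds plus 3 SD, cut at about 30% in these data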;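 further: 0% = DMSO wells with GLD-1 and probe and 100% = wells lacking GLD-1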
# MCL1-BIM inh: MCL1-BIM-BH3 interaction inhibition (human); inhibition, % at 10.9 µM; Q07820; GST-MCL1 / FITC-Bim-BH3 fluorescence polarization; 320,000 compounds, 0.68% hits;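 active means inhibition above the mean inhibition of all tested compounds plus 3 SD, set per campaign, cut at about 40% in these data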;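 further: 0% = DMSO wells and 100% = unlabeled Bim-BH3 peptide control; higher means more loss of mP so more displacement of Bim peptide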
# Starred values were filed as active, the others as inactive; x = no result given.
Structure | PME-1 primary | PAD4 inh | Fam108B counter | MEX-5 binding | GSTO1 counter | TPT1 inhibitor | Bcl-xL primary | GLD-1 TGE inh | MCL1-BIM inh
CCc1ccc(OCC(=O)O/N=C(\N)c2cccnc2)cc1 | -3 | 5 | -2 | 1.6 | 2 | -3 | 1 | 7 | 4
CCc1ccc(N2CC(C(=O)OC)CC2=O)cc1 (stereo not drawn) | -1 | -2 | -7 | -0.8 | -1 | 1 | -3 | -4 | 0
O=C(OCCC1Oc2cccnc2NC1=O)c1ccc(Cl)cc1 (stereo not drawn) | 2 | -3 | 6 | 2.1 | 3 | 2 | 0 | -4 | -1
COc1ccc(Nc2ncnc3c2c(C)c(C)n3CCCN(C)C)cc1 | 1 | -3 | -5 | -0.4 | 10 | -1 | 1 | 0 | 2
Cc1ccc(C)c(C(=O)CN2C(=O)c3ccccc3S2(=O)=O)c1 | 6 | -6 | -2 | 1.5 | 0 | 1 | 1 | -9 | -5
CCn1c(=O)c2ccccc2n(Cc2ccc([N+](=O)[O-])cc2)c1=O | -3 | -2 | -2 | -1.7 | -4 | -1 | 0 | 4 | -2
Cc1cc([N+](=O)[O-])nn1CCC(=O)NC1CCCCCC1 | -4 | -3 | 2 | -2.0 | -4 | 1 | -3 | -3 | -5
COc1ccccc1CNC(=O)C(NC(=O)C1CCCCC1)C(C)C (stereo not drawn) | -3 | -3 | -6 | -0.7 | 14 | 3 | -2 | -1 | -2
Cc1cc(NC(=O)CSc2nnc(-c3ccc(Br)o3)n2Cc2ccccc2)no1 | 0 | -2 | 1 | -1.5 | 3 | 2 | -11 | -8 | -5
Fc1ccc(-c2csc3ncnc(N4CCN(c5ccccc5)CC4)c23)cc1 | -1 | -6 | 3 | 5.9 | -7 | 11 | -10 | 1 | -15
COc1ccc(S(=O)(=O)N2CCC(C(=O)Nc3nnc(C)s3)CC2)cc1OC | 0 | -4 | -1 | 3.7 | 9 | 1 | 2 | 2 | 3
O=C(c1cc2c(s1)CCCC2)N1CCN(S(=O)(=O)c2ccccc2C(F)(F)F)CC1 | 5 | 3 | -2 | 0.5 | 4 | 0 | 7 | 4 | 7
C#CCOCCOCCOCCNc1nc(N2CCN(C(=O)[C@H]([C@@H](C)CC)n3cc([C@@H](N)CC(C)C)nn3)CC2)nc(N2CCN(C(=O)[C@H](Cc3ccc(O)cc3)n3cc([C@@H](N)C(C)CC)nn3)CC2)n1 (stereo partly drawn) | -4 | 3 | 3 | 5.1 | 10 | -4 | 1 | 10 | 5
C=CCNc1scc(-c2ccccc2)[n+]1CC=C | -4 | -4 | -4 | -0.3 | 4 | -2 | -1 | 1 | -4
COc1ccccc1CNC(=O)[C@H](C)NC(=O)[C@@H]1Cc2ccccc2CN1 | 3 | 1 | 7 | -1.4 | 8 | 0 | -1 | 4 | 6
Clc1cccc(-c2ccc(/C=N/n3cnnc3)o2)c1Cl | -2 | -3 | 0 | -7.6 | -5 | -3 | -2 | 0 | -1
O=C(CC12CC3CC(CC(C3)C1)C2)NCC(=O)N1CCc2ccccc2C1 | -2 | 3 | 3 | 3.8 | -3 | -2 | 8 | 3 | 6
c1ccc2c(C[C@@H]3CNCCN3CC3CCCCC3)cccc2c1 | 0 | 5 | 9 | 2.0 | 2 | -4 | 3 | 0 | 5
O=C(NCCc1ccccc1)C1CCCN(c2cnccn2)C1 (stereo not drawn) | -3 | 1 | 2 | -3.7 | 1 | 1 | 2 | 4 | 1
Cc1ccnc(NC(=O)CCC(=O)N(CC(=O)NCc2ccccc2)Cc2ccc(F)cc2)c1 | 6 | 0 | 2 | 3.6 | 4 | -6 | 6 | -1 | 11
O=c1c2sc(-c3ccccc3)cc2nc2n1CCC2 | 1 | -3 | 8 | -1.1 | 8 | -5 | 7 | 3 | 3
CCCSC1=C(C#N)C2(CCCCC2)C(C#N)=C(N)N1 | 2 | -2 | 0 | 1.4 | -6 | 1 | 2 | -3 | -2
Cc1nn(-c2ccc(F)cc2)c2sc(C(=O)N3CCCCCC3)cc12 | 2 | 0 | 2 | 1.0 | 2 | -5 | -2 | 8 | -1
N=c1sccn1CC(=O)Nc1cccc(S(N)(=O)=O)c1 | 4 | -4 | -7 | -2.8 | 16 | -1 | 2 | 1 | 4
CC(=O)c1ccc(OCCCC(=O)NC2=NCCS2)cc1 | -6 | 1 | 3 | 1.3 | 6 | 0 | 3 | -1 | 2
CCOC(=O)c1ccccc1Nc1cc(C)nc2nc(C)nn12 | 3 | 1 | -1 | 0.8 | -2 | -2 | 1 | 2 | 1
C#CCOC(=O)C[N+](C)(C)CC=C | 2 | 0 | -1 | x | 2 | -2 | 2 | 4 | -1
CCCn1c(SCC(=O)Nc2nc3c(s2)CCCC3)nc2c1c(=O)n(C)c(=O)n2C | 9 | -1 | 5 | 0.2 | 4 | -2 | 1 | 3 | -6

# Reprinted at random: 7 entries already listed.
Structure | PME-1 primary | PAD4 inh | Fam108B counter | MEX-5 binding | GSTO1 counter | TPT1 inhibitor | Bcl-xL primary | GLD-1 TGE inh | MCL1-BIM inh
CCCn1c(SCC(=O)Nc2nc3c(s2)CCCC3)nc2c1c(=O)n(C)c(=O)n2C | 9 | -1 | 5 | 0.2 | 4 | -2 | 1 | 3 | -6
C#CCOC(=O)C[N+](C)(C)CC=C | 2 | 0 | -1 | x | 2 | -2 | 2 | 4 | -1
C#CCOCCOCCOCCNc1nc(N2CCN(C(=O)[C@H]([C@@H](C)CC)n3cc([C@@H](N)CC(C)C)nn3)CC2)nc(N2CCN(C(=O)[C@H](Cc3ccc(O)cc3)n3cc([C@@H](N)C(C)CC)nn3)CC2)n1 (stereo partly drawn) | -4 | 3 | 3 | 5.1 | 10 | -4 | 1 | 10 | 5
CCc1ccc(N2CC(C(=O)OC)CC2=O)cc1 (stereo not drawn) | -1 | -2 | -7 | -0.8 | -1 | 1 | -3 | -4 | 0
Fc1ccc(-c2csc3ncnc(N4CCN(c5ccccc5)CC4)c23)cc1 | -1 | -6 | 3 | 5.9 | -7 | 11 | -10 | 1 | -15
CC(=O)c1ccc(OCCCC(=O)NC2=NCCS2)cc1 | -6 | 1 | 3 | 1.3 | 6 | 0 | 3 | -1 | 2
Cc1nn(-c2ccc(F)cc2)c2sc(C(=O)N3CCCCCC3)cc12 | 2 | 0 | 2 | 1.0 | 2 | -5 | -2 | 8 | -1

# 2 neighbouring compounds out of the list so far, for reference:
Structure | PME-1 primary | PAD4 inh | Fam108B counter | MEX-5 binding | GSTO1 counter | TPT1 inhibitor | Bcl-xL primary | GLD-1 TGE inh | MCL1-BIM inh
C#CCOC(=O)C[N+](C)(C)CC=C | 2 | 0 | -1 | x | 2 | -2 | 2 | 4 | -1
CCCn1c(SCC(=O)Nc2nc3c(s2)CCCC3)nc2c1c(=O)n(C)c(=O)n2C | 9 | -1 | 5 | 0.2 | 4 | -2 | 1 | 3 | -6

# Not all compounds are listed; count on the stated rates, not on these rows.
